# APJ ag – agonists of human apelin receptor APJ, primary screen, CHO-K1 cells, PathHunter beta-arrestin, luminescence. P35414. 0% DMSO wells, 100% apelin. activation, % at 20 µM. 330,000 tested, 0.11% active;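 active = activation more than six SD over the plate average, tested at 20 µM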;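 also: 0% = DMSO alone and 100% = apelin-13 at 10 nM; some results filed as inactive read as strong as hits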
#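 Test system: CHO-K1 APJ beta-arrestin complementation cell line. Amount: cell density 1000 per well. Controls: DMSO negative, 10 nM Apelin-13 positive. Signal: luminescent beta-gal fragment complementation, chemiluminescent substrate. Read-out basis: agonist-driven arrestin binding to APJ. Timing: compound stimulation 90 min at 25 °C, detection 60 min.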
# tim23-1 inh – growth inhibitors of tim23-1 mutant yeast, primary screen, luminescence, uHTS; inhibition, % at 20 µM; S. cerevisiae tim23-1 growth, BacTiter-Glo luminescence, 24 h; AID 463212, 2010; 330,000 tested, 1.3% active;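 active = growth inhibition of the mutant yeast at or above 50%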;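 also: temperature-sensitive mutant grown at 25 °C; plate controls were DMSO-treated mutant yeast for no effect and medium wells lacking yeast for full effect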
# CHOP UPR activ – activators of apoptotic CHOP UPR arm, primary screen, cell-based, CHO-CHOP luciferase reporter, luminescence, uHTS | activation, % at 10 µM | AID 449763, 2010 | 330,000 tested, 0.34% active | UPR activation; percent of tunicamycin response over DMSO baseline;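 active = at 10 µM dose, activation of 40% or more, normalized to positive control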;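 also: 100% = tunicamycin at 10 µg/mL and 0% = DMSO alone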
#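 Material: CHO-CHOP cells, stable luciferase reporter of PERK-eIF2a-CHOP signalling; quantity: 500 reporter cells seeded per well; buffer or medium: F12 medium containing 10% fetal bovine serum; compound: one dose, 10 µM in 0.5% DMSO; incubation: 6 h compound treatment, 37 °C; measured by: Steady-Glo luciferase luminescence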
# Mdm2-MdmX inh – inhibitors of human Mdm2-MdmX association, primary screen, cell-based, luminescence, split luciferase, SaOS-2, uHTS; Protein Mdm4 (Homo sapiens) + E3 ubiquitin-protein ligase Mdm2 (Homo sapiens), …; SaOS-2 split-luciferase Mdm2/MdmX complementation; inhibition, % at 8 µM; 330,000 tested, 3% active; AID 485346, 2010;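 active = inhibition of at least 50% at 8 µM in the primary screen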
# Target sequence (O15151 whole entry, looked up): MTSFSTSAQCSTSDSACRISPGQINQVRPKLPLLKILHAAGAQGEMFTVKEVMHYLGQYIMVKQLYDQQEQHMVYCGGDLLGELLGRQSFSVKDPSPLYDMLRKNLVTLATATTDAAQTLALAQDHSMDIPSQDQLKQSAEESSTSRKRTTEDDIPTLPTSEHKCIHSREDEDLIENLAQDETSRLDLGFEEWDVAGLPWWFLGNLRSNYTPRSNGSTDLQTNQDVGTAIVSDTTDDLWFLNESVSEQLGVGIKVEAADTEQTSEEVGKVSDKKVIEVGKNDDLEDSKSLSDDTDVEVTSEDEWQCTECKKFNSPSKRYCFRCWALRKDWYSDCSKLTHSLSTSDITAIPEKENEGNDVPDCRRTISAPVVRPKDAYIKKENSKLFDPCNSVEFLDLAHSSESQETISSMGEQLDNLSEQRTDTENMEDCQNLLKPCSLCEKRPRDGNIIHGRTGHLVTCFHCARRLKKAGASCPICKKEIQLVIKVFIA
# Target sequence (Q00987 whole entry, looked up): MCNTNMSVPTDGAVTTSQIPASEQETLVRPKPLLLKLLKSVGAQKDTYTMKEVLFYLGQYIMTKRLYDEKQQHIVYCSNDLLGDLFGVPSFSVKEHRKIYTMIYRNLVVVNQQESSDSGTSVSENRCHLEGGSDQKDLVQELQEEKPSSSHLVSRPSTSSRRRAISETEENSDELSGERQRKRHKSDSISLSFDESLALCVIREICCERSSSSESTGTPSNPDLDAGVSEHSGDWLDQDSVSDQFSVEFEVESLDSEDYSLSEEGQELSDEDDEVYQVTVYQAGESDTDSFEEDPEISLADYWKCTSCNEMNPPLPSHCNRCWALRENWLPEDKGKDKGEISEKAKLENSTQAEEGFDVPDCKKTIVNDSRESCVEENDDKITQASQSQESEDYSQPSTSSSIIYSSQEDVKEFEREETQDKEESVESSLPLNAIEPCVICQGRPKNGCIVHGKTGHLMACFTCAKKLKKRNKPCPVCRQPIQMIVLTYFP
# CXCR6 inh – CXCR6 receptor inhibitors, primary screen, cell-based, beta-arrestin, luminescence, CHO-K1 PathHunter, 1536-well; inhibition, % at 20 µM; 360,000 tested, 0.36% active; AID 602244, 2012; in the data active = inhibition above about 34%, passing the limit was not always enough;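 also: antagonist mode with CXCL16 agonist at 10 nM final; 0% = 10 nM CXCL16 with DMSO and 100% = unstimulated wells without agonist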
# TIM10 inh – growth inhibitors of isogenic TIM10 control yeast, primary screen, counter-screen for tim10-1 yeast inhibitor project, luminescence, uHTS; S. cerevisiae TIM10 strain growth, BacTiter-Glo luminescence, 24 h; inhibition, % at 10 µM; 330,000 tested, 1.4% active; AID 463195, 2010;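 active = inhibition of 40% or more at the single tested concentration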;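 also: wild-type TIM10 isogenic control strain grown at permissive 25 °C; 0% = DMSO yeast wells and 100% = minimal medium wells without yeast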
# APJ antagonist – antagonists of human apelin receptor APJ, primary screen, CHO-K1 cells, beta-arrestin complementation, luminescence. inhibition, % at 20 µM. P35414. AID 2521, 2010. 330,000 tested, 0.32% active;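 active = inhibition above about 40% at 20 µM, limit read from the data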;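 also: cells challenged with 10 nM apelin-13 agonist together with compound; plate controls were apelin-13 plus DMSO wells for no effect and DMSO wells lacking apelin-13 for full effect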
# UPR XBP1 act – activators of adaptive XBP1 UPR arm, primary screen, cell-based, CHO-XBP1 luciferase reporter, luminescence, uHTS; IRE1-XBP1 UPR activation; percent of tunicamycin response, DMSO as zero; activation, % at 20 µM; 330,000 tested, 0.33% active;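 active = versus positive control, 20 µM dose yields 30% or more activation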;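 also: 100% = tunicamycin at 10 µg/mL and 0% = DMSO only wells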
#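 Material: CHO-XBP1 cells stably carrying IRE1-XBP1-driven luciferase reporter | Medium: F12 with 10% serum | Compound dosing: 20 µM single concentration, DMSO 1% | Incubation: Overnight seeding at 37 °C, 6 h compound treatment at 37 °C | Detection: Steady-Glo luminescence read | Read-out basis: % activation of reporter signal versus tunicamycin and DMSO controls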
# tim10-1 inh – growth inhibitors of tim10-1 mutant yeast, primary screen, luminescence, uHTS. inhibition, % at 20 µM. 330,000 tested, 2.2% active. S. cerevisiae tim10-1 ts strain growth, BacTiter-Glo, 24 h. AID 463190, 2010;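 active = inhibition of at least 40%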;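 also: mutant grown at 25 °C; 0% = DMSO wells with yeast and 100% = wells holding no yeast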
# Active calls of the source: *. A portion of the library; rates above refer to the full screens.
SMILES,APJ ag,tim23-1 inh,CHOP UPR activ,Mdm2-MdmX inh,CXCR6 inh,TIM10 inh,APJ antagonist,UPR XBP1 act,tim10-1 inh
O=C(c1cccs1)N1CCN(C/C=C/c2ccccc2)CC1,-2,13,-1.5,-6,-11,12,-4,4,1
O=S1(=O)CCN2C(c3ccco3)=CSC2=N1,-3,13,5.3,13,-2,-3,-11,-3,4
NC(N)=NS(=O)(=O)c1ccc(N)cc1,3,12,1.2,-15,-7,8,-8,-4,2
COC(=O)c1ccccc1NC(=O)CC(=O)Nc1ccccc1C(=O)OC,1,17,0.0,28,-5,9,-29,-1,-20
Cn1c(SCC(=O)Nc2ccc3c(c2)OCCO3)nnc1-c1ccncc1,1,12,1.1,9,-10,-2,3,-6,23
O=C(CSc1ccc(Br)cc1)Nc1ccccc1N1CCOCC1,-7,24,0.6,33,-3,-3,2,-5,22
CCCc1nc2oc3c(=O)[nH]cnc3c2c2c1CCCC2,-1,15,-0.1,-14,-3,13,-7,-1,8
CC(C)c1ccc(NC(=O)C(c2ccc3c(c2)OCO3)N2CCC3(CC2)OCCO3)cc1 (stereo not given),-5,13,1.6,-3,9,26,13,-1,27
COC(=O)C1=CN(c2cccc(Cl)c2)C=C(C(=O)OC)C1c1cccc(OC)c1,-3,3,0.1,23,17,-6,28,-5,5
Cc1ccc(SCC(=O)NCCCN2CCOCC2)cc1,-2,12,1.0,9,-8,-5,-11,0,4
Cc1ccccc1CN(C)C(=O)[C@H](Cc1ccccc1)NC(=O)c1ccco1,0,42,0.2,28,3,18,-38,-2,22
COc1cccc(OC)c1OCCCOc1c(OC)cccc1OC,-4,47,-0.7,7,-4,34,-1,-1,23
O=C(O)CCCCCCNC(=O)c1cncc(O)c1,-1,13,0.2,-2,-9,-12,17,-4,15
CCNC(=S)N1CCN(c2ncccn2)CC1,1,1,1.3,10,1,5,13,0,15
CCc1nc2ccc(C(=O)NCCc3ccc(OC)c(OC)c3)cc2nc1CC,5,22,0.5,5,5,0,19,5,22

# Arranged by value in CXCR6 inh (high to low): some entries from above.
Molecule | CXCR6 inh
CC(C)c1ccc(NC(=O)C(c2ccc3c(c2)OCO3)N2CCC3(CC2)OCCO3)cc1 (stereo not given) | 9
Cc1ccccc1CN(C)C(=O)[C@H](Cc1ccccc1)NC(=O)c1ccco1 | 3
O=C(c1cccs1)N1CCN(C/C=C/c2ccccc2)CC1 | -11

# Continued:
SMILES,APJ ag,tim23-1 inh,CHOP UPR activ,Mdm2-MdmX inh,CXCR6 inh,TIM10 inh,APJ antagonist,UPR XBP1 act,tim10-1 inh
O=C(Nc1ccc(F)cc1F)c1ccc(S(=O)(=O)N2CCCCC2)cc1,14,23,-2.0,-12,4,21,-10,-5,25
Cc1ccc(C(=O)Nc2ccc(-c3csc(C)n3)cc2)cc1,2,-14,7.3,-252,2,23,-32,5,-8
O=C(CN1CCOCC1)Nc1ncc(Cc2ccccc2Cl)s1,-5,27,-0.3,-14,-2,10,16,-3,11
CC1CN(C2=Nc3cccc4cccc2c34)CC(C)O1 (stereo not given),3,5,-1.5,14,7,-6,-24,0,3
O=C(NC1CCCc2ccccc21)c1ccc(F)cc1F (stereo not given),-2,4,1.7,9,3,-18,1,2,-1
CC(=N[C@@H]1CCCC[C@H]1N=C(C)c1ccccc1O)c1ccccc1O,-2,6,-0.7,-37,3,4,-15,0,1
COc1ccc(N2CC(C(=O)NCCc3ccc(Cl)cc3)CC2=O)c(OC)c1 (stereo not given),3,1,-0.2,-21,6,-7,-44,-4,-19
CCOc1ccc(NC(=O)CN(C)C(=O)CCc2ccccc2Cl)cc1OCC,4,7,-0.5,14,-2,0,-22,-6,-6
Cn1nnc(NC(=O)CSc2ccc(Cl)cc2)n1,-3,9,1.5,-3,-4,9,0,0,20
CC(=O)Nc1ccc(S(=O)(=O)NNC(=O)c2ccc(C)cc2)cc1,-1,19,1.0,-24,-5,-3,-8,6,15
N#CC1(c2ccccc2)CCCN1C(=O)c1ccccc1Cl (stereo not given),-1,16,1.0,8,2,8,-27,-3,25
COc1cc(C(=O)NC2CC3CCCC(C2)N3Cc2ccccc2)cc(OC)c1OC (stereo not given),8,14,3.2,30,22,7,-33,-3,-2
O=C(NNC(=O)c1cc2ccccc2o1)c1ccc(F)cc1,-2,-1,4.6,-37,8,-6,21,1,-16
CC(C)(C)C(=O)COC(=O)C1=NN(c2ccccc2)C(=O)CC1,-3,7,-0.9,-8,0,-8,15,-6,2
CC(C)(C)NCc1cccn1-c1sc2c(c1C#N)CCCC2,-3,17,-0.8,8,8,-12,21,4,3

# The last 6 entries of the part above come first, to join the parts.
SMILES,APJ ag,tim23-1 inh,CHOP UPR activ,Mdm2-MdmX inh,CXCR6 inh,TIM10 inh,APJ antagonist,UPR XBP1 act,tim10-1 inh
CC(=O)Nc1ccc(S(=O)(=O)NNC(=O)c2ccc(C)cc2)cc1,-1,19,1.0,-24,-5,-3,-8,6,15
N#CC1(c2ccccc2)CCCN1C(=O)c1ccccc1Cl (stereo not given),-1,16,1.0,8,2,8,-27,-3,25
COc1cc(C(=O)NC2CC3CCCC(C2)N3Cc2ccccc2)cc(OC)c1OC (stereo not given),8,14,3.2,30,22,7,-33,-3,-2
O=C(NNC(=O)c1cc2ccccc2o1)c1ccc(F)cc1,-2,-1,4.6,-37,8,-6,21,1,-16
CC(C)(C)C(=O)COC(=O)C1=NN(c2ccccc2)C(=O)CC1,-3,7,-0.9,-8,0,-8,15,-6,2
CC(C)(C)NCc1cccn1-c1sc2c(c1C#N)CCCC2,-3,17,-0.8,8,8,-12,21,4,3
Fc1ccc(N2CCN(Cc3cn[nH]c3-c3ccccc3)CC2)cc1,-2,2,0.5,15,-1,9,4,2,12
Cc1nnc2c(N(C)S(=O)(=O)c3ccccc3)nc3ccccc3n12,-1,-4,3.3,-20,2,-10,6,-2,10
CCOc1ccc(Cc2onc3c2C(=O)CCC3)cc1OCC,-1,22,-0.1,-5,1,6,-5,-3,15
CCSc1nc2ccccc2n1CC(N)=O,2,2,1.3,19,-5,-10,-17,-2,6
COc1ccc(Br)cc1S(=O)(=O)NNC(=O)c1c(C)nc2ccccn12,-2,17,1.0,-10,2,13,-29,-1,3
CCCCN(C)C(=O)C1CCN(Cc2ccccn2)CC1,1,3,-0.8,-1,-3,-6,1,-1,12
CC(CN(C)Cc1ccccc1)OC(=O)c1ccccc1F (stereo not given),-3,0,1.1,0,4,0,2,-2,-11
COc1cccc(-c2nc(CC(=O)O)cs2)c1OC,1,19,-0.6,-15,-10,-10,8,0,15
COc1ccc(C2CC(c3c(-c4ccccc4)c4cc(Cl)ccc4[nH]c3=O)=NN2C(=O)CCC(=O)O)cc1 (stereo not given),-1,14,-1.0,2,4,7,0,-4,3
COc1ccc(C(=O)c2ccc(Cl)cc2)cc1,-2,15,7.5,3,-2,-10,-4,4,9
Cc1ccc2c(c1)c1nnc(SCC(=O)NC3CC3)nc1n2C,0,4,0.3,-28,5,6,6,3,12
Cc1ccc(NC(=O)CN(C)C(=O)c2ccccc2OCc2c(C)noc2C)cc1,-8,17,0.4,10,2,-2,13,1,8
COc1cc2c(cc1OC)[C@@H](Cc1ccc(OCCC#N)cc1)N(C)CC2,-4,-3,-1.0,-33,0,-10,-12,-7,15
CCOC(=O)N1CCN(C(=O)C2CCC(=O)N(Cc3cccc(C(F)(F)F)c3)C2)CC1 (stereo not given),-4,8,1.2,8,-5,9,22,-5,10
O=C(CN1CCCCCC1)Nc1ccc(F)c(F)c1F,-3,5,-0.1,4,5,-10,-10,-3,-3
Cc1cc(C)c(S(C)(=O)=O)c(Oc2ccccc2C)n1,-6,3,-0.3,4,3,8,14,-1,15
N#C/C(=C\c1ccccc1O)C(=O)Nc1ccccn1,-1,19,4.7,-42,-1,10,3,-4,8
CSc1ccc(C(=O)C2CCCN(S(=O)(=O)c3c(C)noc3C)C2)cc1 (stereo not given),-3,8,0.8,22,-5,19,1,-5,-2
CCOC(=O)C1CCCN(CCSc2ccc(C)cc2)C1 (stereo not given),1,5,0.8,12,-3,-5,-10,-2,0
CCS(=O)(=O)N1CCN=C1SC(C)c1ccccc1 (stereo not given),-7,12,2.7,-15,5,-2,22,-8,19
O=c1[nH]nc(Cc2ccc(-c3cccc(Cl)c3)o2)c2ccccc12,0,4,7.5,2,1,10,22,5,6
Cc1ccc(-c2nnc(N(C)C(=O)c3cccnc3)s2)cc1,-6,46,2.5,-50,0,42*,-6,4,14
COc1ccc2c(C)cc(SCC#N)nc2c1,-2,4,0.1,-18,-10,-3,3,0,11
CCn1c(SCC(=O)Nc2sc(C)c(C)c2C#N)nnc1C(C)C,6,19,-0.1,-1,-1,11,9,-3,13
O=C(O)c1cc(-c2cccnc2)nc2ccc(Br)cc12,-2,8,-1.3,-6,0,9,-3,3,-11
C=CCSc1nnc(NC(=O)c2nc(SCC)ncc2Cl)s1,2,35,0.8,9,-5,24,2,-1,27
Cn1cnc2c(=O)sc3ccccc3c21,0,-12,0.9,22,2,8,8,0,-11
N#C/C(=N\Nc1ccccc1Cl)C(=O)c1ccccc1,-7,7,-0.8,31,5,6,1,-1,20
Fc1ccc(CNn2cnnc2SCc2ccc(F)cc2)cc1,0,13,0.0,14,-5,12,-11,-1,15
COC(=O)c1ccc(Oc2ccc(S(=O)(=O)N3CCCCC3)cc2N)cc1,-1,21,0.3,7,0,2,5,4,13

# Reformatted field by field: entries from further up.
> O=c1[nH]nc(Cc2ccc(-c3cccc(Cl)c3)o2)c2ccccc12
- APJ ag: 0
- tim23-1 inh: 4
- CHOP UPR activ: 7.5
- Mdm2-MdmX inh: 2
- CXCR6 inh: 1
- TIM10 inh: 10
- APJ antagonist: 22
- UPR XBP1 act: 5
- tim10-1 inh: 6
> CCn1c(SCC(=O)Nc2sc(C)c(C)c2C#N)nnc1C(C)C
- APJ ag: 6
- tim23-1 inh: 19
- CHOP UPR activ: -0.1
- Mdm2-MdmX inh: -1
- CXCR6 inh: -1
- TIM10 inh: 11
- APJ antagonist: 9
- UPR XBP1 act: -3
- tim10-1 inh: 13
> Cc1cc(C)c(S(C)(=O)=O)c(Oc2ccccc2C)n1
- APJ ag: -6
- tim23-1 inh: 3
- CHOP UPR activ: -0.3
- Mdm2-MdmX inh: 4
- CXCR6 inh: 3
- TIM10 inh: 8
- APJ antagonist: 14
- UPR XBP1 act: -1
- tim10-1 inh: 15
> Cn1cnc2c(=O)sc3ccccc3c21
- APJ ag: 0
- tim23-1 inh: -12
- CHOP UPR activ: 0.9
- Mdm2-MdmX inh: 22
- CXCR6 inh: 2
- TIM10 inh: 8
- APJ antagonist: 8
- UPR XBP1 act: 0
- tim10-1 inh: -11

# Source: PubChem BioAssay (Sanford-Burnham Center for Chemical Genomics)
